PG9 Ab binder: binders of HIV-1 gp120 antibody PG9, primary screen, biochemical, TR-FRET | TR-FRET gp120-PG9 antibody binding | 360,000 tested, 0.43% active | HIV-1 gp120 / PG9 antibody interaction | AID 624416, 2012 | inhibition, % at 6.7 µM; in the data active = inhibition above about 8.5%
DDE Tn7 FP inh: inhibitors of Tn7 peptide binding to fibrin DD(E), primary screen, biochemical, fluorescence polarization, human fibrin, Tn7 probe | FP displacement of FITC-Tn7 peptide from fibrin DD(E); 0% = median of compound wells per plate | inhibition, % at 8.3 µM | Fibrinogen beta chain (Homo sapiens), P02675 | 370,000 tested, 0.13% active;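 active = inhibition above the mean of compounds falling within the control limits plus 3 SD of them, cut at about 14% in these data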;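 note: 0% = plate median of compound wells and 100% = 10 µM Aha-Tn7 peptide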
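Test system: human clot-derived fibrin DD(E) complex / Quantity: 2 µM final DD(E) protein / Incubation: 10 min plus 3 h, room temperature / Measured by: fluorescence polarization / Benchmarks: high control of 10 µM Aha-Tn7 peptide / Replicates: singlicate testing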
LEDGF integ inh: blockers of LEDGF/p75-dependent integrase strand transfer – biochemical, TR-FRET, high throughput, primary screen; 370,000 tested, 0.64% active; TR-FRET IN-LEDGF/p75 DNA integration, Eu/Cy5; HIV-1 integrase (with human LEDGF/p75); inhibition, % at 3.7 µM;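 active = inhibition above the screen-wide mean plus 3 SD, cut at about 13% in these data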;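 note: signal is the Cy5 over europium emission ratio at 671 and 618 nm; 0% = plate median of compound wells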
SIAE primary: human SIAE inhibitors, primary screen, biochemical, fluorescence polarization, FP-Rh probe, 1536-well HTS; 370,000 tested, 0.69% active; Sialate O-acetylesterase (Homo sapiens), Q9HAT2; SIAE FP-Rh probe binding; inhibition, % at 9.66 µM; AID 1053197, 2014;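 active = inhibition above a cutoff: mean of compounds within the control limits plus 3 SD of those, cut at about 17% in these data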;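 note: 0% = plate median of compound wells and 100% = probe without SIAE protein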
Target sequence (Q9HAT2 whole entry, looked up): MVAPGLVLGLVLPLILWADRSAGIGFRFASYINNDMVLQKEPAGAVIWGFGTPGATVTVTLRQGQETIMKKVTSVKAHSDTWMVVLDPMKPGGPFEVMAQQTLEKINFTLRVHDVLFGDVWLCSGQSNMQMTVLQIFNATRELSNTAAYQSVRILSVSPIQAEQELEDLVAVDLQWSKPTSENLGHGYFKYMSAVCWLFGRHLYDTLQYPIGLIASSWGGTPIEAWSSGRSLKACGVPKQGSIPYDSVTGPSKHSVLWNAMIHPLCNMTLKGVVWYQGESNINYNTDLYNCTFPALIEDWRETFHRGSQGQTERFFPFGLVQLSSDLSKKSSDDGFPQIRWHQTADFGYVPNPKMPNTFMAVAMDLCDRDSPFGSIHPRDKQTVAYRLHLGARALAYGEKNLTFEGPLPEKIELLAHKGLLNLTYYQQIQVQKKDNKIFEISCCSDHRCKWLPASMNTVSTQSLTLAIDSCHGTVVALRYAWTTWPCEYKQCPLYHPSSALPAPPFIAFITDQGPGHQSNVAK
PRMT1 FP inh: PRMT1 methyltransferase inhibitors, primary screen, biochemical, fluorescence polarization; recombinant PRMT1, activity-based probe fluorescence polarization; inhibition, % at 2.79 µM; 370,000 tested, 1.3% active;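 active = inhibition above about 21% made by adding two undisclosed values, limit read from the data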
UHRF1 MBD2 ctr: UHRF1 methylated DNA binding inhibitors, primary screen, counter-screen for MBD2 inhibitor project, biochemical, TR-FRET, human UHRF1, single concentration. UHRF1 binding to methylated oligo. 370,000 tested, 0.75% active. E3 ubiquitin-protein ligase UHRF1 (Homo sapiens), Q96T88. inhibition, % at 4.4 µM; in the data active = inhibition above about 21%;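 note: UHRF1 SRA domain binding a hemimethylated CpG hairpin DNA probe; 0% = median of test compound wells and 100% = reference inhibitor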
TDP2 absorb: human TDP2 enzyme inhibitors, primary screen, biochemical, epi absorbance, recombinant enzyme; Tyrosyl-DNA phosphodiesterase 2 (Homo sapiens), O95551; T5PNP hydrolysis, p-nitrophenol absorbance 415 nm; inhibition, % at 12.8 µM; 370,000 tested, 0.34% active; AID 720702, 2013;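 active = inhibition above the mean of all tested compounds plus 3 SD, set per campaign, cut at about 25% in these data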;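 note: 0% = DMSO with enzyme and 100% = buffer with substrate but no TDP2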
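Test system: Human TDP2 enzyme | Reagent: 5 mM T5PNP | Compound dosing: 12.8 µM single point, 1% DMSO | Incubation: Enzyme reaction with compound for 2 h at 37 °C | Technique: p-Nitrophenol epi absorbance | Read-out: % inhibition relative to enzyme-containing and enzyme-free wells | Benchmarks: High control without enzyme, low control DMSO plus TDP2 | Replicates: Singlicate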
mABHD4 FP: ABHD4 inhibitors, primary screen, biochemical, fluorescence polarization, mouse. (Lyso)-N-acylphosphatidylethanolamine lipase (Mus musculus), Q8VD66. purified mABHD4, FP-Rh probe fluorescence polarization. inhibition, % at 8.92 µM. 370,000 tested, 0.54% active;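 active = inhibition exceeding the mean over every tested compound plus 3 SD, cut at about 30% in these data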;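 note: 0% = plate median of compound wells and 100% = S159A mutant with DMSO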
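Test system: mouse ABHD4 enzyme, wild type. Reagent: FP-Rh fluorescent activity-based probe, added after compound pre-incubation. Timing: pre-incubation 45 min, probe exposure 60 min, at 25 °C. Technique: FP readout, ex 525 nm / em 598 nm. Benchmarks: high control S159A mutant with DMSO, low control median of compound wells.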
TCR-CD3 inh: inhibitors of human TCR-CD3 interaction, primary screen, biochemical, fluorescence, TAMRA-labeled TCR probe | T-cell receptor (TCR) | inhibition, % at 9.4 µM | 360,000 tested, 0.37% active; in the data active = inhibition above about 19%;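 note: recombinant mutant TCR 2C K166C tagged with TAMRA read by polarization; 0% = receptor in buffer alone and 100% = receptor with positive control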
HTRA1 inh: HTRA1 serine protease inhibitors, primary screen, biochemical, fluorescence polarization, HTS. Q92743. recombinant HTRA1, FP-rhodamine activity-based probe. inhibition, % at 5.96 µM. 340,000 tested, 0.5% active. AID 504803, 2011; in the data active = inhibition above about 36%;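 note: 0% = enzyme with DMSO and 100% = wells lacking enzyme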
Target sequence (Q92743 whole entry, looked up): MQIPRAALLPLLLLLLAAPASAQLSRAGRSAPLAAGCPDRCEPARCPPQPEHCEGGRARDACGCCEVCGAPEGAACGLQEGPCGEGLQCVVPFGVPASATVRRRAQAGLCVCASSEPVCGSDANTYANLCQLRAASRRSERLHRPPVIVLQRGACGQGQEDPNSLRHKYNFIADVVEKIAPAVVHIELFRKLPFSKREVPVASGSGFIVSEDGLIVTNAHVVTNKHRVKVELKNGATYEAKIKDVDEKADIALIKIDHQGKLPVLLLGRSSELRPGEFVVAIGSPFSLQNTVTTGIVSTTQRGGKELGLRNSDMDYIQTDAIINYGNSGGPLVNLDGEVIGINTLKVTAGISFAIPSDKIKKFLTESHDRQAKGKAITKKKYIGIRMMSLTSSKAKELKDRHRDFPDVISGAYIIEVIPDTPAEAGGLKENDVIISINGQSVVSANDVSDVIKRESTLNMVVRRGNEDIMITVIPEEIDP
The depositor's hits bear a star; x = no result given. Compounds were not picked by outcome (roughly 4.2% active in at least one column).

# | structure | PG9 Ab binder | DDE Tn7 FP inh | LEDGF integ inh | SIAE primary | PRMT1 FP inh | UHRF1 MBD2 ctr | TDP2 absorb | mABHD4 FP | TCR-CD3 inh | HTRA1 inh
1 | CC1(C(=O)NS(=O)(=O)c2cccc(F)c2)CCN1C(=O)CCc1ccccc1 (configuration not stated) | 2.1 | -1 | 2 | 5 | 2 | 1 | 1 | 0 | -2 | x
2 | O=C(CSc1nnc(NC(=O)C2CC2)s1)Nc1ccc(F)cc1 | 0.0 | 2 | 0 | -3 | -2 | 16 | 15 | -8 | -1 | 7
3 | CC(=O)N1CC(C)Sc2ccc(S(=O)(=O)NC(C)c3ccccc3)cc21 (configuration not stated) | 0.5 | 0 | -4 | -7 | 2 | 1 | -6 | 2 | -3 | 7
4 | CC(CN1CCCCC1)OC(=O)COc1ccc(Br)cc1 (configuration not stated) | -2.3 | 3 | 5 | 4 | -1 | 3 | -13 | 7 | -11 | 5
5 | COc1cccc(OC)c1C(=O)Nc1ccc2c(c1)CCCN2S(=O)(=O)c1ccc(C)cc1 | -1.9 | -2 | -4 | -8 | 0 | -2 | -13 | -37 | 8 | -20
6 | O=C(OCC1CCNCC1)c1ccc(F)cc1 | -1.5 | -9 | -2 | -6 | 0 | 0 | 6 | 1 | -6 | -6
7 | CC(=O)c1ccc(S(=O)(=O)N2CCN(C(=O)CSc3ccc(C)c(C)c3)CC2)cc1 | 0.1 | 0 | -9 | 13 | -1 | 0 | -1 | 2 | 6 | -8
8 | Cc1nn(-c2ccccn2)c2c1C(c1ccccc1Cl)C1=C(N2)c2ccccc2C1=O (configuration not stated) | -1.8 | -9 | 3 | -3 | -5 | 0 | -8 | 5 | -2 | 15
9 | CC(=O)c1c(C)[nH]c(-c2ccccc2)c1C | 0.8 | 6 | 1 | -7 | 1 | 9 | -6 | -2 | -2 | -8
10 | Cc1ccc(-c2nnc(SCC(=O)Nc3ccccc3N3CCOCC3)o2)cc1 | -0.2 | -3 | 2 | 7 | -1 | -1 | 8 | -3 | 5 | -1
11 | Cc1nc2sc(C(=O)OC(C)C)c(N)c2c(C)c1C | 0.9 | -10 | 0 | -5 | -1 | 0 | 2 | 3 | 4 | 1
12 | COc1ccccc1C1C(C(C)=O)=C(O)C(=O)N1CCc1ccccc1 (configuration not stated) | 3.1 | 0 | 1 | -2 | -2 | -9 | 8 | -4 | 2 | -6
13 | CCOC(=O)N1CCN(S(=O)(=O)c2ccc(C(=O)N(CCCN(C)C)c3nc4ccc(OC)cc4s3)cc2)CC1 | -0.1 | 11 | 2 | -13 | -1 | -1 | 5 | 5 | -2 | -4
14 | Cc1c(C(=O)NCc2ccc(F)cc2)oc2ccc(S(=O)(=O)N3CCOCC3)cc12 | -1.2 | 5 | 0 | 5 | -1 | 1 | 3 | -4 | 6 | -9
15 | Cc1cccc(NC(=O)c2ccc3nccnc3c2)c1C | -2.4 | 0 | 6 | 3 | -5 | -2 | -6 | 0 | 3 | -5
16 | CCCC(=O)c1c[nH]c(C(=O)NCCCN2CCOCC2)c1 | 2.0 | -4 | 1 | -3 | -1 | 0 | 2 | 4 | 4 | -1
17 | C/C=C/c1ccc(OCC(O)CNCC(c2ccc(OC)cc2)N(C)C)c(OC)c1 (configuration not stated) | 0.0 | 3 | 1 | 3 | 3 | 1 | 17 | 9 | -6 | 11
18 | CC1(C)CC(=O)C=C(c2ccc(Oc3ccccc3)cc2)C1=O | 0.4 | -2 | 1 | 0 | 0 | -2 | 8 | 0 | -4 | -13
19 | CC(=O)Nc1cc(-c2ccccc2F)cn2c(-c3cccc(C(F)(F)F)c3)cnc12 | -1.6 | -10 | 5 | -5 | 3 | -2 | -2 | -12 | 7 | x
20 | CCN(CC(=O)NCCc1ccc(S(N)(=O)=O)cc1)Cc1ccccc1 | -1.5 | -4 | -4 | 2 | 0 | 3 | -7 | -3 | -4 | -1
21 | c1ccc(-c2ccc3sccc3n2)cc1 | -1.8 | -2 | 1 | 2 | 1 | -2 | -1 | 0 | 2 | -2
22 | C=CCn1c(NC(=O)c2ccc(C)cc2)nc2ccccc21 | 40* | 1 | 4 | -3 | 2 | -2 | -5 | 1 | -1 | -3
23 | COC(=O)c1ccc(=O)n(Cc2ccc3c(c2)OCO3)c1 | -1.8 | -7 | 0 | -8 | -1 | 10 | 3 | 8 | 6 | -1
24 | COc1cc(N=c2oc3c(C)ncc(CO)c3cc2C(N)=O)cc(OC)c1OC | -3.3 | 8 | -3 | 2 | 1 | -3 | 12 | 6 | -1 | 1
25 | Cc1ccc(C)c(NC(=O)CSc2ccc(S(=O)(=O)N3CCCC3)cn2)c1 | -0.4 | 0 | 3 | -7 | 0 | 0 | -7 | -6 | 1 | 2
26 | Cc1ccc(C(=O)C(C)OC(=O)C2CCN(c3ccc(C(F)(F)F)cn3)CC2)cc1C (configuration not stated) | 0.9 | 0 | -1 | -7 | 8 | 6 | -13 | -12 | -4 | -19
27 | Cc1cc(C)c(C(=O)COC(=O)c2cc([N+](=O)[O-])ccc2N2CCOCC2)cc1C | 1.8 | -1 | -6 | 1 | 3 | 1 | -3 | 6 | -2 | -6
28 | Cc1cccc(OCCn2nc(C(=O)O)c3ccccc3c2=O)c1 | -0.7 | -2 | 0 | -10 | 0 | 2 | -3 | -1 | -8 | -14
29 | O=C(Nc1ccccc1O)c1ccc(NS(=O)(=O)c2cccc3cccnc23)cc1 | 2.1 | 0 | 2 | -12 | 0 | 4 | 0 | -5 | -8 | -27
30 | N#CCc1ccc(OC(=O)c2cnccc2C(F)(F)F)cc1 | -0.1 | 6 | 2 | -8 | 0 | -2 | -2 | -4 | -3 | 12
31 | CCC(CO)NCc1ccccc1OC(C)C (configuration not stated) | 1.3 | 5 | 5 | 2 | -2 | -1 | 2 | -4 | 3 | 6
32 | O=C(NNC(=O)c1cc2ccccc2cc1O)Nc1ccc(F)cc1F | -1.3 | -5 | 0 | 9 | 0 | -6 | -4 | 1 | 20* | 18
33 | O=C(CN(C(=O)c1csnn1)c1ccc(F)c(Cl)c1)NC1CCCCC1 | -1.6 | 0 | -1 | -3 | -2 | 10 | -2 | 4 | 1 | -7
34 | CCOc1ccc(C(=O)NCC(=O)OCc2csc(-c3ccccc3)n2)cc1 | -0.4 | 1 | 0 | -4 | 2 | 4 | 2 | 1 | -4 | -22
35 | COCCCNC(=O)CC(NS(=O)(=O)c1ccc(Cl)cc1)c1ccco1 (configuration not stated) | 0.9 | -8 | -1 | -3 | 2 | 10 | -1 | -9 | 1 | 4
36 | CN1CCN(C(=O)c2ccc(CS(=O)Cc3ccc(Cl)cc3)o2)CC1 (configuration not stated) | -1.8 | -2 | -2 | -5 | 2 | 0 | -7 | 0 | 1 | 2
37 | COc1cc(-c2nc3ccccn3c2N)ccc1O | -6.2 | -4 | 2 | 5 | -3 | -5 | 15 | 4 | 2 | 3
38 | COC(=O)c1cc(C(=O)OC)n(Cc2ccc(F)cc2)n1 | 0.1 | 4 | -2 | 0 | 0 | -2 | -5 | 1 | 3 | 1
39 | O=C(Nc1nnc(C2CC2)s1)c1cccc(S(=O)(=O)N2CC(c3ccccc3)CC2=O)c1 (configuration not stated) | 3.3 | -2 | -1 | -1 | 4 | 1 | -8 | -1 | -1 | 0
40 | COc1ccc(C(=O)Nc2ccc(S(=O)(=O)Nc3onc(C)c3C)cc2)cc1OC | -0.9 | 0 | -3 | -3 | 0 | 0 | -4 | -7 | 1 | 8
41 | CO/N=C(/CNC(=O)c1ccc(Cl)cc1Cl)c1ccc(Cl)cc1 | -0.4 | 5 | 2 | 13 | 3 | 2 | -3 | -10 | -1 | -3
42 | COc1cccc(NC(=O)c2cccc(C)c2[N+](=O)[O-])c1 | -0.1 | -3 | 0 | 6 | -2 | 62* | -12 | -9 | 1 | -3
43 | Nc1ccc(S(=O)(=O)Nc2cc(Cl)c(N)c(Cl)c2)cc1 | 0.1 | -1 | -4 | -2 | -1 | 3 | -3 | 1 | 0 | -4
44 | O=C(OCCCOC(=O)c1cc[n+]([O-])cc1)c1cc[n+]([O-])cc1 | -1.6 | 0 | 1 | 0 | 3 | 0 | 15 | 9 | 1 | 3
45 | Cc1cc(Sc2nc(N(C)C)nc(N(C)C)n2)nc(Cl)n1 | 2.0 | 4 | -3 | -3 | 7 | 3 | -5 | -11 | -1 | 8
46 | Cc1ccsc1/C=C1\Oc2cc(OCC(=O)c3ccccc3)ccc2C1=O | -1.1 | -5 | -6 | -12 | 3 | 6 | -17 | -11 | -2 | -31
47 | CCCCn1c(SCC(=O)Nc2cc(C(F)(F)F)ccc2Cl)nnc1C(CC)N(C)C (configuration not stated) | -1.5 | 8 | -6 | 1 | -1 | 4 | -15 | 0 | -8 | -8
48 | O=C(CCCn1c(=S)[nH]c2ccc(Br)cc2c1=O)N1CCN(c2ccccn2)CC1 | -0.8 | 11 | 0 | -4 | -2 | 1 | 22 | 1 | 0 | -17
49 | Cc1scc(C(=O)N2CCN(S(C)(=O)=O)CC2)c1-c1ccccc1 | 1.7 | -2 | -2 | -3 | 2 | 7 | -5 | 1 | -4 | 2
50 | Cc1cccc(C(=O)NCCN2CCCC2)c1 | 2.0 | -5 | -1 | 2 | 1 | 5 | 16 | 1 | -4 | -7
51 | CN(CP(=O)(O)CCc1ccccc1)S(C)(=O)=O | -0.5 | -12 | 0 | 3 | -1 | 1 | 1 | 7 | 2 | -1
52 | CCOC(=O)c1c(NC(=O)c2cccc(N3C(=O)CCC3=O)c2)sc(C)c1C | 1.1 | 7 | 1 | -2 | 0 | 0 | 11 | -5 | 2 | 4
53 | N#Cc1ccccc1S(=O)c1ccccc1C(=O)Nc1ccccc1 (configuration not stated) | -0.4 | 5 | 2 | 0 | -4 | -3 | 11 | 0 | -1 | 4
54 | COC[C@@H]1CCCN1c1ccc2c(c1)O[C@H](C)CCN(C1CC1)S2(=O)=O | x | 1 | 3 | 0 | -6 | -3 | 2 | -4 | x | x
55 | COC(=O)C1=CN(Cc2cccs2)C=C(C(=O)OC)C1c1cccc(OC)c1OC | 2.0 | 1 | 1 | 0 | 0 | -2 | 7 | 3 | 0 | -6
